SENP6 block – blocks the human protease SENP6. Q9GZR1. Recombinant SENP6 catalytic domain, aminoluciferin luminescence. inhibition, % at 10 µM. 1.8% of 330,000 active. AID 2599;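 active = inhibition above about 50% at the single tested dose, limit read from the data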;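 also: plate controls were DMSO wells with enzyme for no effect and DMSO wells lacking enzyme for full effect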
SENP1 inh – blocks the human SENP1 SUMO protease catalytic domain; AID 624204; Q9P0U3; 0.21% of 360,000 active; recombinant SENP1 catalytic domain, CyPet-SUMO1-YPet FRET cleavage; inhibition, % at 10 µM;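 active = inhibition at least 30% at 10 µM, raw YFP signal under a set limit, fluorescence ratio 0.5 to 1.5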;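 also: 0% = enzyme with DMSO and 100% = no enzyme wells; some results filed as inactive read as strong as hits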
Target sequence (Q9P0U3 419-644 limits assumed): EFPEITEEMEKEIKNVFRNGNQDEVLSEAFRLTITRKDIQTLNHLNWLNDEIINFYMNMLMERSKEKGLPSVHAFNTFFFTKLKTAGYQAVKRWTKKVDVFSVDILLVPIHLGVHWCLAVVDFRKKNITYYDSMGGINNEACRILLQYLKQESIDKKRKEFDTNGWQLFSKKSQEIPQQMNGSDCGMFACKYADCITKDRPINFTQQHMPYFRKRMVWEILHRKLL
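Test system: recombinant human SENP1 catalytic domain, His6-tagged / Medium: pH 8 Tris buffer with EDTA, NaCl, BME, BSA, NP40, catalase / Also added: SUMO1 FRET substrate flanked by Cypet and Ypet, 25 nM / Times: 50 min reaction at room temperature / Signal: FRET, CFP and YFP emission / Control set: no-enzyme low control and enzyme-plus-DMSO high control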
SENP8 block-1 – SENP8 protease inhibition | 1.2% of 330,000 active | purified SENP8, Z-RLRGG-aminoluciferin cleavage, luminescence | inhibition, % at 10 µM | AID 2540; in the data active = inhibition above about 50%
Target sequence (Q96LD8 whole entry, looked up): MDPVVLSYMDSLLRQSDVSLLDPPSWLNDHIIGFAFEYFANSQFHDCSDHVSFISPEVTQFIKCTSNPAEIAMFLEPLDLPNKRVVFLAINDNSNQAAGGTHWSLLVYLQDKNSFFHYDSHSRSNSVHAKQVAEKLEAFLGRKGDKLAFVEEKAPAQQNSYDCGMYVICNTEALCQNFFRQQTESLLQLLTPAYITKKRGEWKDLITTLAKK
beta cell repl – MIN6 beta-cell proliferation induction. MIN6 cells proliferation, ATPlite luminescence, 48 h; cells starved in 0.2% serum; 100% = growth in 10% serum. proliferation, % at 10 µM. 0.29% of 330,000 active. AID 2380;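 active = compounds whose signal lies at least 3.5 SD above the mean of all wells on their plate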;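 also: 0% = DMSO-treated cells in low-serum medium and 100% = 10% serum control; some compounds called inactive have numbers as strong as hits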
SENP8 block-2 – blocks human SENP8 cleavage of Nedd8 substrate; inhibition, % at 20 µM; AID 602440; 0.64% of 360,000 active; recombinant SENP8, Nedd8 substrate fluorescence; Q96LD8; in the data active = inhibition mostly above about 40%, no sharp cut-off; inactive = mostly below about 27%
SENP7 inh – blocks the human protease SENP7 | Q9BQF6 | recombinant SENP7, Z-RLRGG-aminoluciferin luminescence, 40 min | inhibition, % at 5 µM | 1.5% of 330,000 active | AID 434973;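 active = inhibition above about 50% at the single test dose, limit read from the data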;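 also: plate controls were DMSO with enzyme for no effect and no enzyme buffer wells for full effect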
Target sequence (Q9BQF6 706-1050 limits assumed): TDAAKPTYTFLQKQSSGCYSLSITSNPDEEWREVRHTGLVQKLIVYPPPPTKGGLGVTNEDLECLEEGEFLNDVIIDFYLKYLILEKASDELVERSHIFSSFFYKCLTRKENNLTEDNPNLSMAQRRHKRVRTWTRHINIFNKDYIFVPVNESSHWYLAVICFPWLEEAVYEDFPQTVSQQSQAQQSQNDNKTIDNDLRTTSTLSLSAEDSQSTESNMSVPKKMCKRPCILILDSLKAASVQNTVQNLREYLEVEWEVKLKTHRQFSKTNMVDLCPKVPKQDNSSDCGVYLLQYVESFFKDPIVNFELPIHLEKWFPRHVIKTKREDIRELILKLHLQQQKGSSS
HKDC1 inhibitor – inhibitors of human hexokinase HKDC1; inhibition, % at 20 µM; Q2TB90; recombinant HKDC1, G6PDH/diaphorase resazurin coupled fluorescence; 0.16% of 340,000 active;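 active = inhibition above about 35% when tested at 20 µM, limit read from the data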;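 also: plate controls were DMSO wells with enzyme for no effect and DMSO wells lacking enzyme for full effect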
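Test system: HK5 enzyme. Quantity: 5 µg/mL HK5 final. Reagent: glucose and ATP substrates. Schedule: 90 min reaction incubation at room temperature, dark. Technique: resazurin-to-resorufin fluorescence via G6PDH and diaphorase coupling, 525/613 nm. Control set: DMSO wells with and without enzyme mix.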
UBC13 polyUb – inhibitors of human UBC13 polyubiquitin chain formation. TR-FRET. inhibition, % at 20 µM. 0.47% of 330,000 active; in the data active = inhibition above about 45%, passing the limit was not always enough
Target sequence (P61088 whole entry, looked up): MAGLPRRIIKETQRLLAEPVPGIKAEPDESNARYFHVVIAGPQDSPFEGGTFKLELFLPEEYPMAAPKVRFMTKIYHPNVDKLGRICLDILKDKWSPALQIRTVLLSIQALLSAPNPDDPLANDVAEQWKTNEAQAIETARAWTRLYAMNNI
PfG6PD inh – PfG6PD (Plasmodium falciparum) enzyme inhibition | PfGluPho enzyme, NADPH resazurin-diaphorase fluorescence | inhibition, % at 20 µM | 0.78% of 350,000 active | AID 504690;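 active = inhibition reaching at least a set limit at 20 µM in the primary screen, cut at about 59% in these data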;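 also: 0% = DMSO wells with substrate and 100% = DMSO wells lacking glucose-6-phosphate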
Numbers without * were called inactive; i = inactive; . = no result given.

Each structure is followed by: SENP6 block	SENP1 inh	SENP8 block-1	beta cell repl	SENP8 block-2	SENP7 inh	HKDC1 inhibitor	UBC13 polyUb	PfG6PD inh
- O=C(O)CN1CCN(Cc2ccccc2Cl)C1=O
    -19	0	-5	-2	7	2	-5	8	-1
- CCOC(=O)N1CCN(C(=O)CN(C2CCCCC2)S(=O)(=O)c2ccc(F)cc2)CC1
    1	2	-8	-3	3	-10	-15	2	3
- CCOC(=O)N1CCN(C(=O)CSc2ccc(-c3cccc(OC)c3)nn2)CC1
    11	1	10	0	16	-1	-4	6	-2
- O=C(CN1C(=O)CSC1=O)Nc1ccc(C(=O)O)cc1
    16	0	-2	-2	9	-1	-8	6	5
- CCn1c(=O)n(CC)c2cc(N3CCCC3)c(NC(=O)c3ccccc3F)cc21
    -6	0	1	2	-3	1	-3	0	39
- Cc1nc(-c2ccccn2)sc1C(=O)O
    25	-1	0	0	-1	4	4	-8	4
- CC(=O)c1ccc(N2CCN(C(=O)c3ccccc3SCC(=O)NCc3ccco3)CC2)c(F)c1
    .	-7	.	.	-296	.	-4	.	7
- Cc1cc(C(=O)NCc2ccc(S(N)(=O)=O)cc2)ccc1[N+](=O)[O-]
    -1	0	-3	-4	20	5	-6	-5	6
- COc1cccc(C(=O)N(Cc2ccc(N(C)C)cc2)C2CCS(=O)(=O)C2)c1 (stereo not drawn)
    7	1	1	0	2	5	3	-1	14
- CC(C)Oc1ccc(S(=O)(=O)N2CCOCC2)cc1NC(=O)CN1C(=O)NC2(CCCC2)C1=O
    -11	0	-6	-2	5	0	-5	1	-2
- Cc1ccc(NC(=O)O/N=C/c2cccc([N+](=O)[O-])c2)cc1
    8	2	-2	1	17	0	-5	5	8
- CCCCCCCOc1ccc(OC(=O)c2cccnc2)cc1
    2	1	-7	-3	9	-1	-6	1	13
- O=C(NN1CCOCC1)c1cccc(COc2cccc(Br)c2)c1
    -3	1	-1	4	2	-4	6	2	1
- O=C(CNC(=O)N1CC(=O)Nc2ccccc21)NCCc1c[nH]c2ccccc12
    -11	-3	-7	-4	-13	-2	1	1	-8
- Cc1ccc(OCC(=O)NNC(=O)C(C)Sc2ncnc3sc(C)c(C)c23)cc1 (stereo not drawn)
    -9	0	0	0	25	0	-5	12	-23
- COc1cccc(-c2csc(N3CCN(C(=S)Nc4ccccc4C)CC3)n2)c1
    -19	-2	-3	-4	-4	2	14	7	5
- N#CC1=C2SCN(Cc3ccco3)CN2C(=O)CC1c1ccccc1F (stereo not drawn)
    8	-30	6	-2	28	9	2	-10	67*
- O=C(Nc1ccc2[nH]ccc2c1)c1ccc(F)cc1
    14	0	2	-4	8	21	0	0	21
- CC(C)(C)NCc1cc(Br)ccc1OC1CCCC1
    -20	2	-6	0	9	0	-13	17	-8
- O=C(CCNC(=O)c1ccccc1Cl)Nc1ccc(S(=O)(=O)Nc2nccs2)cc1
    -20	-2	0	0	24	2	-4	-11	-4
- O=C(COc1ccc(Br)cc1)NCCCN1CCCC1=O
    -12	0	1	-1	8	2	-5	2	-11
- Cc1[nH]n(-c2cccc(Cl)c2)c(=O)c1/C=N/n1c(C)nc2ccccc2c1=O
    25	-6	-6	-3	0	14	-6	-11	-8
- CC(C)(O)C#Cc1ccc(CN2CCC(n3nccc3NC(=O)C3CC3)CC2)cc1
    -15	-3	-2	2	14	15	-1	-2	-12
- COCCn1c(=O)[nH]c2cc(C(=O)NCCN3CCN(c4ccccc4F)CC3)ccc2c1=O
    4	0	6	-2	-47	0	-3	8	7
- Cc1onc(-c2c(F)cccc2Cl)c1C(=O)Nc1nc2ccccc2[nH]1
    4	-1	-12	-3	13	-9	-8	-7	-19
- COC(=O)c1cn(Cc2ccccn2)c(=O)c2ccccc12
    -11	-1	1	0	4	1	-3	2	-5
- O=C(COc1ccccc1)NCCc1cn2ccsc2n1
    -6	-6	-14	-2	-11	9	-6	-13	12
- CS(=O)(=O)Nc1ccc(C2=NN(S(C)(=O)=O)C(c3ccccc3)C2)cc1 (stereo not drawn)
    -19	3	-13	-1	-282	-8	-14	-5	-11
- CN1CCN(C(=O)c2ccc(C3SCC(=O)N3Cc3ccco3)cc2)CC1 (stereo not drawn)
    0	0	0	0	14	1	-2	-1	-2
- COc1cc(C(=S)N2CCN(C)CC2)ccc1OCC(=O)NCc1ccccc1
    10	1	5	2	4	3	5	3	-5
- Cn1c(=O)c2c(nc(N3CCCCCC3)n2CC(O)COc2ccccc2)n(C)c1=O (stereo not drawn)
    -21	1	-1	2	10	-7	-2	7	15
- COCc1cc(C)nc(OCC(=O)N/N=C/c2cccc(OC)c2)c1C#N
    -7	-1	2	0	i	-4	-3	-2	-3
- CCN1C(=O)N/C(=C/c2ccc(Sc3ccc(C)cc3)o2)C1=O
    9	-99	-4	-1	-489	-6	-5	-7	-4
- Cc1ccnc(NC(=O)CSc2nnc3c(n2)[nH]c2ccccc23)c1
    6	.	0	-3	.	2	.	-10	.
- COc1ccc2c(c1)C1C=CCC1C(c1cc3c(cc1Br)OCO3)N2 (stereo not drawn)
    4	23	-6	-4	22	2	4	-14	17
- Cc1[nH]ccc(=O)c1OCc1c(Cl)cccc1Cl
    1	2	-1	-1	14	2	-1	9	-7
- Cc1ccsc1CNc1ncnc2ccc(-c3c(C)noc3C)cc12
    -5	0	-3	-6	-39	3	-2	46*	19
- O=C(NCc1ccc2c(c1)OCO2)c1nc(S(=O)(=O)Cc2ccccc2)ncc1Cl
    1	0	-5	-8	19	-4	2	39	15
- Cc1ccnc(NC(=O)C2CCCN(S(=O)(=O)c3ccc4[nH]c(=O)ccc4c3)C2)c1 (stereo not drawn)
    1	0	0	0	-5	-1	6	-7	13
- CCc1ccc(C2CC(c3ccc(C)cc3)Nc3nc(N)nn32)cc1 (stereo not drawn)
    -10	3	8	1	-237	-3	-4	12	16
- N#Cc1c(Nc2ccccc2)[n+]([O-])c2ccc(Cl)cc2[n+]1[O-]
    .	-39	.	.	9	.	7	.	9
- O=C(Cc1cccc(C(F)(F)F)c1)N1CCCC1
    -1	1	2	-3	9	8	2	0	2
- C=CCN1C=CC(=CC=C(C#N)C#N)C=C1
    -4	-47	-3	-1	56*	1	-1	-306	2
- CC(C)(C)c1ccc(C(=O)N/C(=C/c2cccs2)C(=O)NCc2ccco2)cc1
    0	-1	0	0	9	14	19	-7	-9
- CCOC(=O)c1c(C)c(C(=O)NCCN2CCOCC2)c(C)n1CC
    -1	1	-4	0	9	0	-8	11	-6
- Cc1cc(-c2ccccc2)nc(N/N=C/c2ccco2)n1
    -15	-1	0	0	-11	-12	-9	-13	16
- CC(C)C(NC(=O)OCc1ccccc1)C(=O)NC1CCCCC1 (stereo not drawn)
    -2	3	2	0	16	4	-11	2	8
- CC(=O)Nc1ccccc1-c1nc2ccccc2nc1OCC(=O)c1ccc(Cl)cc1
    5	1	2	0	-1	9	-3	-3	-5
- COc1cccc(CNC(=O)c2cc(S(=O)(=O)N3CCCC3)cn2C)c1
    -19	1	-12	0	2	-9	0	-11	1
- O=C(c1ccc(Br)cc1)N1CCN(Cc2ccccc2)CC1
    9	-3	2	-1	4	4	-3	8	-11
- O=C(Nc1ccc2c(c1)OCO2)Nc1ccc2c(c1)OCO2
    3	-1	6	-5	6	39	6	-16	11
- CC(NC(=O)C(=O)N1CCOCC1)C(c1cccs1)N1CCN(c2ccccc2)CC1 (stereo not drawn)
    -13	3	-3	2	14	0	-2	0	-5
- COCCN(CC(=O)NC1CCCCC1)C(=O)CCCC(=O)Nc1ccccn1
    2	-1	0	-3	9	-14	-1	-4	-3
- NS(=O)(=O)c1ccc(NC(=O)COC(=O)CCCN2C(=O)c3cccc4cccc(c34)C2=O)cc1
    1	0	3	4	-298	-8	-3	39	-7
- CC(C)C(=O)Nc1cccc(N2CCN(CCCN3C(=O)C4CCCCN4C3=O)CC2)c1 (stereo not drawn)
    .	-4	.	.	21	.	14	.	-4
- CCOC(=O)N1CCN(Cc2cc(=O)oc3cc4c(cc23)CCC4)CC1
    -6	-4	-4	-4	-22	3	2	0	-14
- COc1ccc(CN(C(C)=O)c2ccccc2C(=O)O)cc1
    -18	3	-1	-4	8	0	-6	9	-11
- O=C(c1ccc(Br)s1)N1CCN(S(=O)(=O)c2ccccc2)CC1
    6	1	5	-2	11	-6	-6	2	-7
- CN(C(=O)c1ccc(NC(=O)Cc2cccc(NC(=O)C3CCCN(C(=O)CCc4ccccc4)C3)c2)cc1)C1CCCC1 (stereo not drawn)
    -8	-3	3	-6	8	0	-3	1	-19
- O=C(O)C1CCN(S(=O)(=O)c2cccs2)CC1
    8	7	5	-3	7	-3	-5	4	-11

Some of these compounds in order of the HKDC1 inhibitor value, largest number first.
SMILES | HKDC1 inhibitor
O=C(Cc1cccc(C(F)(F)F)c1)N1CCCC1 | 2
COCCN(CC(=O)NC1CCCCC1)C(=O)CCCC(=O)Nc1ccccn1 | -1
O=C(c1ccc(Br)s1)N1CCN(S(=O)(=O)c2ccccc2)CC1 | -6

Carrying on:
Each structure is followed by: SENP6 block	SENP1 inh	SENP8 block-1	beta cell repl	SENP8 block-2	SENP7 inh	HKDC1 inhibitor	UBC13 polyUb	PfG6PD inh
- CC(=O)Nc1ccc(OCC(=O)NC(C)C(C)C)cc1 (stereo not drawn)
    -12	3	7	0	23	-4	-4	1	-16
- COc1ccc(OC)c(-c2cc(C(=O)N3CCN(c4ncccn4)CC3)c3ccccc3n2)c1
    2	-1	-2	1	-326	3	3	12	-7
- CCc1ccc(N2CCN(C(=O)c3ccc4c(c3)OCO4)CC2)cc1
    -9	2	3	1	18	-2	-4	1	3
- O=C(CCc1nnc(C2CCCCC2)o1)NCc1ccc(F)c(F)c1
    -2	0	-4	1	4	-5	-9	-7	-15
- COc1ccccc1CNC(=O)CNCC1CCCO1 (stereo not drawn)
    -2	2	3	-1	9	9	-5	10	-2
- O=C(CSC1=NCCS1)Nc1ccc(S(=O)(=O)N2CCCCCC2)cc1
    -18	1	0	-1	9	-1	16	6	15
- CCOc1ccc(S(=O)(=O)N2CCCC(C(=O)NCc3ccco3)C2)cc1 (stereo not drawn)
    -7	-2	-1	0	3	2	-6	6	0
- N#CCCN(Cc1cccnc1)C(=O)c1sc2cc(F)ccc2c1Cl
    1	1	-1	0	5	7	-8	2	-5
- COc1ccc(NC(=O)CN2CCN(S(=O)(=O)c3ccc(Cl)cc3)CC2)cc1
    -13	0	-6	-2	12	3	-4	20	13
- C=CCc1c(C)nc(SCc2nc3ccccc3c(=O)[nH]2)[nH]c1=O
    -24	-3	-7	-1	26	-5	-1	-7	-14
- CCO[C@@H]1OC(C(=O)NC2CC2)=C[C@H](c2ccccc2)[C@H]1CCCO
    0	1	4	4	11	-3	-6	4	-2
- Cc1nc(N)ncc1-c1ccc2c(c1)OCO2
    0	1	-7	1	13	3	-3	3	-11
- COc1ccc(NC(=O)c2cccc(NC(=O)c3ccco3)c2)c(OC)c1
    8	1	-7	-2	1	-15	-5	-9	-11
- O=C(O)c1ccc(Cl)c(S(=O)(=O)N(Cc2ccccc2)c2ccccc2)c1
    -2	1	2	0	16	11	4	5	-4

Compound activity from PubChem.
